Screening results (PubChem)
NPSR antagonist = qHTS Assay for Antagonists of the Neuropeptide S Receptor: cAMP Signal Transduction. 220,000 compounds, 1% hits. Q6W5P4. CHO-NPSR cells, cAMP TR-FRET, antagonist mode. Potency, µM (titrated, usually from 38.3 µM), for the others: at the top dose activity change, negative = inhibition, usual class: inhibitors. AID 1461, 2008; also: potency is read from the fitted curve at half-maximal effect; % is scaled to controls: 0 for no effect and ±100 for the full control effect; nearly all actives have a fitted effect of over 50% in size; many of its hits are not listed in these tables
Target sequence (Q6W5P4 whole entry, looked up): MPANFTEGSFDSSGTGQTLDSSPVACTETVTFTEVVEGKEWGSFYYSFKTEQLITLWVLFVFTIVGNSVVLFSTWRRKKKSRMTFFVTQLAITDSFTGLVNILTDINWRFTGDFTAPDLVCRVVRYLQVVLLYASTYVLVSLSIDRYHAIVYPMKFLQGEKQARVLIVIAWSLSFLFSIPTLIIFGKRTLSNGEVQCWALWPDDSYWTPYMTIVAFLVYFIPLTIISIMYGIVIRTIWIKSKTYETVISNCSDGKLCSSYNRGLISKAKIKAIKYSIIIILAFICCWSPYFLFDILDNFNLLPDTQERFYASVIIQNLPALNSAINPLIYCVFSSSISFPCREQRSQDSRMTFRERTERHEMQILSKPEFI
HttQ103 aggreg = qHTS Multiplex Assay to Identify Dual Action Probes in a Cell Model of Huntington: Aggregate Formation (GFP); PC12 HttQ103-GFP aggregates, Acumen cytometry, 40 h; Potency, µM (top dose mostly 46.1 µM), inactives show at the highest dose activity change, negative = inhibition, hits mostly inhibitors; 220,000 compounds, 1.1% hits; AID 1688, 2009; also: potency is read from the fitted curve at half-maximal effect; % is scaled to controls: 0 for no effect and ±100 for the full control effect; nearly all actives have a fitted effect of over 60% in size
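Compounds (qHTS titration) were added to PC12 cells expressing an ecdysone-driven HTT exon 1 Q103–GFP fusion after induction with 100 nM tebufenozide. Aggregate formation was measured as GFP objects in cell lysates.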
CBFb RUNX1 block = qHTS Assay for Compounds Blocking the Interaction Between CBF-beta and RUNX1 for the Treatment of Acute Myeloid Leukemia; 230,000 tested, under 10 active; Potency, µM (doses to about 59.8 µM), for the others: top-dose activity, negative = inhibition, usual class: inhibitors; AID 1477, 2009; AlphaScreen CBFb-His/RUNX1-biotin binding, biochemical; Runt-related transcription factor 1 (Homo sapiens) + Core-binding factor subunit beta …; also: % of control where 0% means no effect
Target sequence (Q01196 whole entry, looked up): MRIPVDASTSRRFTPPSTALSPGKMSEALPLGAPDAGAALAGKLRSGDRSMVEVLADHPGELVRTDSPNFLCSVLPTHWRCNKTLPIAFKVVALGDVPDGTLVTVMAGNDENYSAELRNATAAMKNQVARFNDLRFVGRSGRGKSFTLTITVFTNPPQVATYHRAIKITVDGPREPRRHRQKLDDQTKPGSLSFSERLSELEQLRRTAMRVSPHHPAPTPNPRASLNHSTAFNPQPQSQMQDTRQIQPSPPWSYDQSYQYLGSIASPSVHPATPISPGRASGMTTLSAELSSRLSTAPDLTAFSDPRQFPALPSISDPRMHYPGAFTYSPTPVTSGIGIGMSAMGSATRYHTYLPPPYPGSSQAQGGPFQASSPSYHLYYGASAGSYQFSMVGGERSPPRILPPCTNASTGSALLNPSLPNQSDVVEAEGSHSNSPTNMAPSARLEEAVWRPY
Target sequence (Q13951 whole entry, looked up): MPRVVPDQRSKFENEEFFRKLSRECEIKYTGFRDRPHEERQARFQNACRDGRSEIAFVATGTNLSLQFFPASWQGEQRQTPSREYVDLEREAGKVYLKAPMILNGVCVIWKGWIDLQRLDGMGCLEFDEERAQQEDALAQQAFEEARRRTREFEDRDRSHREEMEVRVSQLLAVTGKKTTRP
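Inhibition was taken as any reduction in AlphaScreen signal from the CBF-beta–RUNX1 pair (His and biotin tags, 30 nM each), measured after compound (15 min) and bead (90 min) incubations at room temperature.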
IMPase Li cell = qHTS Assay for Identifying the Cell-Membrane Permeable IMPase Inhibitors: Potentiation with Lithium; CHO-M1 cells, IP1 TR-FRET (IP-One), carbachol + lithium; Potency, µM (series often up to 59.4 µM), inactives show top-dose activity, negative = IMPase inhibition, usual class: inhibitors; 210,000 compounds, 0.35% hits; AID 1457, 2008;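 also: IP1 builds up when IMPase is blocked and the TR-FRET signal falls; potency is read from the fitted curve at half-maximal effect; plate controls were basal vehicle for no effect and high inhibitor control for full effect; nearly all actives have a fitted effect of over 50% in size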
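Readout is a homogeneous TR-FRET IP1 immunoassay (Ex 320, Em 665 and 620), where raised cytosolic IP1 lowers signal. Cells were CHO-M1 treated 30 min at 37C with test compounds plus a little lithium; AC50 values came from Hill-equation fitting.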
L3MBTL1 block = qHTS Assay for the Inhibitors of L3MBTL1; Lethal(3)malignant brain tumor-like protein 1 (Homo sapiens), Q9Y468; AlphaScreen L3MBTL1–H3K9me1 peptide binding; Potency, µM (titrated, usually from 57.1 µM), without a hit: top-dose activity, negative = inhibition, actives largely listed as inhibitors; 230,000 compounds, 0.66% hits; AID 485360, 2010; also: potency is read from the fitted curve at half-maximal effect; % is scaled to controls: 0 for no effect and ±100 for the full control effect; nearly all actives have a fitted effect of over 60% in size
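AlphaScreen proximity signal between nickel-chelate acceptor and streptavidin donor beads (final 10 ug/mL) reports binding of 50 nM L3MBTL1 to 75 nM biotin-H3 K9me1 peptide; complex incubated with compounds 30 min at room temperature; cefsulodin titration as control.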
Epigenetic derep = Quantitative High-Throughput Screen for Regulators of Epigenetic Control; murine LDR cells, GFP reporter derepression, 30 h; Potency, µM (titrated, usually from 53.9 µM), for inactives: at the top dose GFP activation, hits mostly activators; 280,000 compounds, 0.2% hits; AID 1865, 2009; also: potency is read from the fitted curve at half-maximal effect; % of control where 0% means no effect; nearly all actives have a fitted effect of over 60% in size
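GFP-positive cell count by laser-scanning cytometry (objects 20–120 um) after 30 h, 37 C compound exposure of murine LDR cells; reporter is CMV-GFP integrated at a silenced locus, inducible by HDAC or DNMT inhibitors.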
KinaseGlo FLuc = Counterscreen for Luciferase (Kinase-Glo TM) Inhibition; Luciferin 4-monooxygenase (Photuris pensylvanica), Q27757; Kinase-Glo luciferase, ATP luminescence, 8 min; Potency, µM (highest dose often 38.3 µM), without a hit: at the highest dose activity change, negative = inhibition, most hits filed as inhibitors; 200,000 compounds, 0.28% hits; also: potency is read from the fitted curve at half-maximal effect; % is scaled to controls: 0 for no effect and ±100 for the full control effect; nearly all actives have a fitted effect of over 60% in size
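Kinase-Glo luciferase light output from ATP and luciferin was measured with 10 uM ATP, within the enzyme's linear range. Buffer: 50 mM imidazole pH 7.2, 50 mM KCl, 7 mM MgCl2, 0.01% Tween 20, 0.05% BSA; luminescence read after 8 min at ambient temperature.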
An asterisk follows results filed as active; ? = inconclusive; . = not tested or not shown; [ ] = remark or other dose. Calls follow the shape of the dose curve; as a rule, active = well fitted curve in the direction sought with a large enough effect; inconclusive = small, poorly fitted or top-dose-only effect, or another doubt; inactive = no such curve, though single readings can be large; an effect the other way counts as inactive or inconclusive.

Every second line gives: NPSR antagonist, HttQ103 aggreg, CBFb RUNX1 block, IMPase Li cell, L3MBTL1 block, Epigenetic derep, KinaseGlo FLuc
Cc1ccc(C(=O)Oc2cc(C)[nH]c(=O)c2[N+](=O)[O-])cc1
→ 18%, -8%, 10%, -7%, ., 1.2%, -2%
O=C(Nc1ccc(NC(=O)c2ccccc2Cl)nc1)c1ccncc1
→ -14%, -1%[9.22 µM], 8%, 0%, 15%, 0.1%, -1%
Cn1c(-n2c(CCCN3C(=O)c4ccccc4C3=O)nc3ccccc3c2=O)nc2ccccc21
→ -24%[46.1 µM], -2%, 6%, 10%[38.3 µM], 0%, 0.8%, 0%
CCn1c(SCc2ccc(F)cc2)nc2c(c1=O)SCC2
→ -31%, -20%, -10%, 6%, -19%, -4.2%, 2%
COCCOC(=O)C1=C(C)NC2=C(C(=O)CC(C)(C)C2)C1c1cccnc1 (stereo unspecified)
→ -13%[46.1 µM], -2%, 9%, -26%, 7%, 0.9%, 3%
O=C(CNC(=O)c1ccc(Cl)cc1)NCC(F)(F)F
→ 8%, 5%, 2%, -1%, 6%, 0.0%, 1%
CCCCOC(=O)C(NC(=O)c1ccccc1)=C(C)C
→ 1%[46.1 µM], -18%, 3%, 21%[38.3 µM], ., -1.0%, -3%
COc1ccc(-c2noc(CN(C)C(=O)Nc3ccccc3)n2)cc1
→ -4%, -4%, -2%, 6%, 1%, -0.8%, 1%
Cn1c(=O)c(=O)n(C)c2cc(S(=O)(=O)N3CCCC3C(=O)NCc3cccnc3)ccc21 (stereo unspecified)
→ 3%, -14%[9.22 µM], 2%, ., 4%, 0.1%, .
COc1ccc(C(NC(=O)c2ccco2)c2ccc(OC)c(OC)c2)cc1OC
→ -11%[46.1 µM], -3%, 7%, ., -2%, -1.9%, .
c1ccc(-c2csc3ncnc(NCCCN4CCOCC4)c23)cc1
→ 22%, 0%, -5%, 22%, 20%[11.4 µM], -1.0%, 4%
O=S(=O)(NCc1cccnc1)c1ccc2c(c1)OCCO2
→ 6%, -7%, 5%, 9%, 11%, -1.0%, 1%
Cc1cc(C)cc(NC(=O)CN2CCC(NC(=O)Cc3ccccc3)CC2)c1
→ -5%[46.1 µM], 1%, 9%, 1%[38.3 µM], 3%, 1.0%, 0%
S=C(Nc1ccccc1Cl)N1CCN(Cc2ccccc2)CC1
→ -2%, -12%, -2%, -2%, -13%, -7.9%, -2%
CO/N=C/c1cn(-c2ccc(Cl)cc2)nn1
→ -6%, 7%, -9%, -6%, 26%, 1.1%, -1%
NS(=O)(=O)c1ccc(NC(=O)COC(=O)COc2cccc(C(F)(F)F)c2)cc1
→ -13%, 19%[9.22 µM], 12%, ., 2%, -0.3%, .
CCCNC(=O)Nc1ccc(C(F)(F)F)cc1
→ -11%, -4%[9.22 µM], -1%, -4%, -1%, -3.1%, 4%
Cc1ccc(S(=O)(=O)CC(C)N2CCN(C3CCCCC3)CC2)cc1 (stereo unspecified)
→ -16%[46.1 µM], -10%, 9%, 15%, -3%, 3.5%, 9%
CCCCN(CCCC)S(=O)(=O)c1ccc(OC)c2ncccc12
→ -15%[46.1 µM], -2%, 0%, 20%[38.3 µM], ., 0.0%, 1%
C/C(=N\NC(=O)CSc1nc2ccccc2c(=O)n1-c1ccccc1C)c1cccs1
→ -10%, ?, -5%, 6%, 1%, -1.9%, 3%
O=C1NC[C@H](Cc2ccc(O)cc2)N(CCc2cccc3ccccc23)C1=O
→ 13%, -32%[9.22 µM], -1%, ., ., 0.9%, .
CCc1c(C)[nH]c2ccc(OC)cc2c1=S
→ 3%, -1%[9.22 µM], -7%, -23%, -12%, 2.1%, 1%
Nc1nc(N2C(=O)C3CC=CCC3C2=O)nn1-c1ccccc1 (stereo unspecified)
→ -2%[46.1 µM], 12%, 16%, 0%[38.3 µM], 2%, -16%, -2%
CC(=NCc1ccco1)C1=C(O)c2ccccc2C1=O
→ -6%[46.1 µM], -5%[9.22 µM], -4%, 7%[38.3 µM], -3%, -0.5%, -1%
Cc1csc(NC(=O)C2CCCN(S(=O)(=O)c3cnc[nH]3)C2)n1 (stereo unspecified)
→ 0%[46.1 µM], 11%, -8%, -5%[38.3 µM], ., -0.8%, 0%
c1csc(-c2cnc3ccccc3n2)c1
→ 2%[46.1 µM], -7%, 13%, -11%[38.3 µM], 29%, -6.2%, -6%
Cc1ccc(-c2cc3nc(C)cc(C)n3n2)cc1
→ 11%, ., 6%, 12%, 7%, 1.1%, -4%
CCCCOC(=O)CSc1nc2c(cc1C#N)C(=O)CC(C)(C)C2
→ -11%[46.1 µM], -10%, 3%, 0%, 13%, 0.1%, 2%
CC1(C)CC(=O)C(C=NCC2CCN(C(=O)Nc3ccc(Cl)c(Cl)c3)CC2)=C(O)C1
→ -11%[46.1 µM], -31%, 2%, 3%[38.3 µM], 5%, 0.9%, -3%
CCC(C)NC(=O)c1cc(Cl)ccc1OC (stereo unspecified)
→ 7%[46.1 µM], 11%, -9%, 23%[38.3 µM], ., 0.0%, -1%
O=c1[nH]c2ccc(Cl)cc2c(=O)n1Cc1ccco1
→ -12%[46.1 µM], -3%, 4%, 13%[38.3 µM], ., -2.0%, 1%
CCCC(=O)Nn1cnc2c(c1=O)C1(CCCCC1)Cc1ccccc1-2
→ -17%[46.1 µM], -13%, 17%, 8%[38.3 µM], ., 0.1%, -1%
COc1ccc2cc(CN(CCc3ccccc3)Cc3nnnn3CC3CCCO3)c(=O)[nH]c2c1 (stereo unspecified)
→ -26%[46.1 µM], -13%, -8%, -13%[38.3 µM], 7%, 0.0%, -2%
CC(C)OC(=O)CN1CCN(c2ccc(Cl)cc2)CC1
→ 14%, -17%, 5%, -10%, ., 4.1%, -4%
CCC1OC(=O)C(C)[C@@H](O[C@H]2C[C@@](C)(OC)C(O)C(C)O2)C(C)[C@@H](O[C@@H]2OC(C)CC(N(C)C)C2O)[C@@](C)(O)CC(C)C2NC(COCCOC)O[C@H](C2C)[C@@]1(C)O (stereo partly specified)
→ ., ., -4%, 13%, ., -1.3%, -1%
O=C(COC(=O)c1ccc(S(=O)(=O)N2CCCC2)cc1)Nc1cccnc1Cl
→ 4%, 20%, 2%, 9%, 13%, 1.1%, -1%
Cc1nsc2c1ccc1ccccc12
→ 10%, ., 1%, -3%, 12%, 0.0%, -3%
CC1CCCCN1CCCNC(=O)c1ccc2c(=O)n(CCc3ccccc3)c(=O)[nH]c2c1 (stereo unspecified)
→ 2%[46.1 µM], 15%, 2%, 38%[activator][38.3 µM], ., -0.1%, -4%
Clc1ccc(-c2nnc(CSc3nnc(-c4cccs4)n3Cc3ccccc3)o2)cc1
→ -8%, ?, -10%, 18%, -12%, 1.1%, 2%
Cc1nn(-c2ccccc2)c(Cl)c1C(=O)N(C)c1nc(-c2ccc(F)cc2)cs1
→ 3%[46.1 µM], -10%, -3%, -7%, 2%, -0.9%, 3%
O=C(Nc1ccc(-c2nc3ccccc3o2)cc1)c1ccc2c(c1)OCO2
→ ?, -18%, 1%, -17%[38.3 µM], ., -0.1%, -7%
Cc1nc2ccccn2c1C(=O)NN=C1CCN(C)CC1
→ 3%, 22%, -12%, 7%, ., -0.9%, -3%
CCOc1ccc(C(=O)CCNC(Cc2cnc[nH]2)C(=O)O)cc1 (stereo unspecified)
→ 0%[46.1 µM], 3%, -20%, 4%[38.3 µM], -17%, -0.4%, 2%
OCCNC(=S)Nc1ccc2c(c1)OCCO2
→ -8%, -1%[9.22 µM], 1%, ., 17%, -3.3%, .
COc1ccc(/C=C(\NC(=O)c2ccccc2)C(=O)N/N=C/c2cccnc2)cc1
→ -10%, -12%[9.22 µM], -13%, ., 13%, -1.7%, .
C=CCOc1ccc(-c2nc3c(c(=O)[nH]c(=O)n3CCCC)n2C)cc1OC
→ -6%, 8%, 1%, 0%, 4%, 0.0%, -1%
CCCOc1ccc(/C=C/C(=O)N2CCN(c3ccccn3)CC2)cc1
→ -16%, -7%, -6%, 23%, 0%, -4.5%, 1%
COC(=O)Cc1ccc(NC(=S)N2CCN(c3ccc(OC)cc3)CC2)cc1
→ 14%, -1%, -4%, 0%, 2%, -1.1%, 4%
Cc1cc(C)c(S(=O)(=O)NCCOc2ccccc2)c(C)c1-n1cnnn1
→ 1%, 8%, 11%, -6%, ., 1.3%, .

4 compounds drawn at random from those above:
Every second line gives: NPSR antagonist, HttQ103 aggreg, CBFb RUNX1 block, IMPase Li cell, L3MBTL1 block, Epigenetic derep, KinaseGlo FLuc
CC1CCCCN1CCCNC(=O)c1ccc2c(=O)n(CCc3ccccc3)c(=O)[nH]c2c1 (stereo unspecified)
→ 2%[46.1 µM], 15%, 2%, 38%[activator][38.3 µM], ., -0.1%, -4%
Cc1nsc2c1ccc1ccccc12
→ 10%, ., 1%, -3%, 12%, 0.0%, -3%
CC(C)OC(=O)CN1CCN(c2ccc(Cl)cc2)CC1
→ 14%, -17%, 5%, -10%, ., 4.1%, -4%
C=CCOc1ccc(-c2nc3c(c(=O)[nH]c(=O)n3CCCC)n2C)cc1OC
→ -6%, 8%, 1%, 0%, 4%, 0.0%, -1%

Complete entries, looked up by structure. Order of values: NPSR antagonist | HttQ103 aggreg | CBFb RUNX1 block | IMPase Li cell | L3MBTL1 block | Epigenetic derep | KinaseGlo FLuc
CC(C)OC(=O)CN1CCN(c2ccc(Cl)cc2)CC1 in the list: 14% | -17% | 5% | -10% | . | 4.1% | -4%
COC(=O)Cc1ccc(NC(=S)N2CCN(c3ccc(OC)cc3)CC2)cc1 in the list: 14% | -1% | -4% | 0% | 2% | -1.1% | 4%

A portion of the library (hit frequency here may not be typical).
